Screening results: PubChem, Broad Institute
NSD2 block: blocks human NSD2 histone methyltransferase activity; NSD2-SET H3K36me1 DELFIA fluorescence, biochemical; O96028; AID 624260; inhibition, % at 12.5 µM; 44,000 tested, 0.07% active; in the data active means inhibition above about 54%, passing the limit was not always enough;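 further: inhibitors reduce the monomethyl H3K36 fluorescence signal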
Target sequence (O96028 whole entry, looked up): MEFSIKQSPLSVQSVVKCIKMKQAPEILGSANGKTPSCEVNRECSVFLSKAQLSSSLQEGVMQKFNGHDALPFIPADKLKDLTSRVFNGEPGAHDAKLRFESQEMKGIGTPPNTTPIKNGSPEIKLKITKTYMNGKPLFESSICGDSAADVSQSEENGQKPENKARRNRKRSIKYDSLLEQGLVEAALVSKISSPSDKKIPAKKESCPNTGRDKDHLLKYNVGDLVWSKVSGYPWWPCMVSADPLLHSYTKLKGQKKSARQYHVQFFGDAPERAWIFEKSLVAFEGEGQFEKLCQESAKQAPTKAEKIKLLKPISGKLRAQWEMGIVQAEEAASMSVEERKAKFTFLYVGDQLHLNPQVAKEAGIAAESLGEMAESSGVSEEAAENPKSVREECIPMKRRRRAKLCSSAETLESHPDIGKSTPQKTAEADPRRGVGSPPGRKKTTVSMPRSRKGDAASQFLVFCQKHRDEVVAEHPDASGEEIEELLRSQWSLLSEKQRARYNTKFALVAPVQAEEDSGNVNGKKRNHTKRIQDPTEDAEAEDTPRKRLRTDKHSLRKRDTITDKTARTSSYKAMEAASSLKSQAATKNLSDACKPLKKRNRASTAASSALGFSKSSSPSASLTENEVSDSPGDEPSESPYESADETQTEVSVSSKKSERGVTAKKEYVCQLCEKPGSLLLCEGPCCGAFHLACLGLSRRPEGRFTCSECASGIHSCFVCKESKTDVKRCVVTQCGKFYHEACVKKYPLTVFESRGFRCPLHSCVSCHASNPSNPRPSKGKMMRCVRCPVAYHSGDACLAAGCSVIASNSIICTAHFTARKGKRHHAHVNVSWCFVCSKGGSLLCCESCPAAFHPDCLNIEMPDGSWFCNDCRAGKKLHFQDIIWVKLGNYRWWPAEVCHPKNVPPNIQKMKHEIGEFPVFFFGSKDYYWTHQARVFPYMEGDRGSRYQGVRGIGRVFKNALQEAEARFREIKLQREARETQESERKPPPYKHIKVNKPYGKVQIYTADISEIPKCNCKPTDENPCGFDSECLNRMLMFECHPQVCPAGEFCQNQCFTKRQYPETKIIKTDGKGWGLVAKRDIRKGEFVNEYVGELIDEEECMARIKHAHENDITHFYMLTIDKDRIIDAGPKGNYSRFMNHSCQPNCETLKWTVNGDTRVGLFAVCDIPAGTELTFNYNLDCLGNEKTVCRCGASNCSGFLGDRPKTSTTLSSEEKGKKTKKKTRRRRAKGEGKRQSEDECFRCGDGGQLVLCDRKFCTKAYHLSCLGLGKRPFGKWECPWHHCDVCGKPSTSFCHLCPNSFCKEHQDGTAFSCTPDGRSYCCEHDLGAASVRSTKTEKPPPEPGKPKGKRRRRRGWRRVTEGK
The depositor's hits bear a star; i = inactive.

NSD2 block	SMILES
1	C[C@H]1CN([C@@H](C)CO)S(=O)(=O)c2ccc(C#CCN(C)C)cc2O[C@@H]1CN(C)Cc1cccnc1
i	COc1ccc(NC(=O)N(C)C[C@H]2OCc3cnnn3CCCC(=O)N([C@@H](C)CO)C[C@H]2C)cc1
4	CCc1ccccc1N(CC(=O)N1CCC(Cc2ccccc2)CC1)S(C)(=O)=O
-7	O=C1O[C@@H](c2ccccc2)[C@@H](c2ccccc2)N2[C@@H](c3ccc(OCCO)cc3)[C@]3(C(=O)Nc4ccc(C#CC5=CCCCC5)cc43)[C@@H](C(=O)N3CCN(c4ncccn4)CC3)[C@H]12
-5	C[C@H]1CCCCO[C@@H](CN(C)Cc2ccccc2)[C@@H](C)CN([C@@H](C)CO)C(=O)c2cc(NS(=O)(=O)c3cn(C)cn3)ccc2O1
9	C[C@@H]1CN([C@@H](C)CO)C(=O)c2cc(N(C)C)ccc2O[C@H]1CN(C)Cc1ccc(Cl)c(Cl)c1
-2	C[C@@H]1CCCCO[C@H](CN(C)S(=O)(=O)c2cccs2)[C@@H](C)CN([C@H](C)CO)C(=O)c2cc(NC(=O)CCCCCC(=O)Nc3ccccc3N)ccc2O1
4	CCCNC(=O)N(C)C[C@@H]1Oc2cc(C#CCN(C)C)ccc2S(=O)(=O)N([C@@H](C)CO)C[C@H]1C
8	C[C@@H]1CN([C@H](C)CO)C(=O)c2cc(NS(=O)(=O)c3cn(C)cn3)ccc2O[C@@H]1CN(C)S(=O)(=O)c1ccc(Cl)cc1
-12	CC(C)CC#Cc1cnc2c(c1)C(=O)N([C@H](C)CO)C[C@H](C)[C@H](CN(C)S(=O)(=O)c1cn(C)cn1)O2
-2	Cc1noc(C)c1S(=O)(=O)Nc1ccc2c(c1)C(=O)N([C@H](C)CO)C[C@@H](C)[C@@H](CN(C)S(=O)(=O)c1ccccc1)OCCCC[C@@H](C)O2
4	C[C@H](CO)N1C[C@H](C)[C@@H](CN(C)C(=O)Nc2ccc3c(c2)OCO3)Oc2ncc(-c3ccccc3)cc2C1=O
11	C[C@H]1CN([C@@H](C)CO)S(=O)(=O)c2ccc(C#Cc3cccc(F)c3)cc2O[C@H]1CN(C)C(=O)NC1CCCCC1
-3	C[C@H]1CCCCO[C@@H](CN(C)S(=O)(=O)c2ccc(F)cc2)[C@@H](C)CN([C@@H](C)CO)C(=O)c2cc(NC(=O)CCC(F)(F)F)ccc2O1
3	C[C@H](CO)N1C[C@H](C)[C@@H](CN(C)C(=O)Nc2ccc3c(c2)OCO3)Oc2c(cccc2N(C)C)C1=O
-14	C[C@@H]1CN([C@H](C)CO)C(=O)c2cc(NC(=O)C3CCCCC3)ccc2O[C@@H](C)CCCCO[C@H]1CN(C)S(C)(=O)=O
-1	C[C@@H]1CCCCO[C@H](CN(C)C(=O)Nc2ccc(C(F)(F)F)cc2)[C@@H](C)CN([C@@H](C)CO)C(=O)c2cc(NS(=O)(=O)c3cn(C)cn3)ccc2O1
-1	CC(C)c1ccc(NC(=S)N2CCCC(c3ccc(F)cc3)=N2)cc1
8	CO[C@H](CN(C)C(=O)Nc1ccc(C(F)(F)F)cc1)[C@H](C)CN(Cc1ccccc1Cl)[C@@H](C)CO
-5	C[C@@H]1CN([C@@H](C)CO)C(=O)Cc2cc(NC(=O)Cc3cn(C)c4ccccc34)ccc2O[C@@H]1CN(C)CC1CC1
4	Cc1noc(C)c1NC(=O)Nc1ccc2c(c1)C(=O)N([C@H](C)CO)C[C@@H](C)[C@@H](CN(C)C(=O)Nc1ccc3c(c1)OCO3)O2
-2	C[C@H]1CN([C@@H](C)CO)C(=O)c2cccc(NC(=O)Nc3ccc(C(F)(F)F)cc3)c2O[C@@H]1CN(C)CC1CCCCC1
2	COc1ccc(S(=O)(=O)Nc2ccc3c(c2)C(=O)N([C@H](C)CO)C[C@@H](C)[C@@H](CN(C)S(=O)(=O)c2ccccc2)OCCCC[C@@H](C)O3)cc1
1	CCC(=O)N(C)C[C@H]1Oc2cc(-c3cccc(C#N)c3)ccc2S(=O)(=O)N([C@@H](C)CO)C[C@H]1C
-2	COc1ccc(Br)cc1/C=N/NC(=O)CCCCCC(=O)Nc1ccccc1O
6	C[C@@H]1CN([C@H](C)CO)C(=O)c2cc(NC(=O)NC3CCCCC3)ccc2O[C@@H]1CN(C)CC1CCCCC1
-3	C[C@@H]1CN([C@@H](C)CO)S(=O)(=O)c2ccc(C#CCC3CCCC3)cc2O[C@@H]1CN(C)C(=O)c1cnccn1
3	C[C@H](CO)N1C[C@H](C)[C@H](CN(C)Cc2ccc(-c3ccccc3)cc2)Oc2ccc(N(C)C)cc2CC1=O
-3	C[C@H](CO)N1C[C@H](C)[C@H](CN(C)Cc2ccc(Oc3ccccc3)cc2)Oc2ccc(NC(=O)CCN3CCOCC3)cc2CC1=O
-4	C/C=C/c1ccc2c(c1)O[C@H](CN(C)S(=O)(=O)c1ccccc1OC)[C@@H](C)CN([C@H](C)CO)S2(=O)=O
-4	C[C@H](NC(=O)C[C@H]1C[C@H]2c3cc(NC(=O)Cc4ccncc4)ccc3O[C@H]2[C@@H](CO)O1)c1ccccc1
-6	C[C@@H]1CN([C@@H](C)CO)C(=O)Cc2cc(NC(=O)Cc3ccccc3)ccc2O[C@@H]1CN(C)Cc1ccc(-c2ccccc2)cc1
0	Cc1noc(C)c1S(=O)(=O)Nc1ccc2c(c1)C(=O)N([C@H](C)CO)C[C@H](C)[C@H](CN(C)C(=O)NC(C)C)OCCCC[C@H](C)O2
6	C[C@H](CO)N1C[C@H](C)[C@@H](CN(C)Cc2ccc(F)cc2)Oc2cc(C#Cc3ccccn3)ccc2S1(=O)=O
2	C[C@H]1CN([C@@H](C)CO)C(=O)Cc2cc(NC(=O)C3CCCCC3)ccc2O[C@@H]1CN(C)Cc1ccc(Cl)c(Cl)c1
6	Cc1noc(C)c1NC(=O)N(C)C[C@@H]1Oc2ccc(NC(=O)C3CC3)cc2CC(=O)N([C@@H](C)CO)C[C@H]1C
-9	S=c1nc[nH]c2c1sc1nc(N3CCOCC3)c3c(c12)CCCC3
25	C[C@H]1CN([C@@H](C)CO)C(=O)c2cc(NC(=O)C3CCCCC3)ccc2O[C@@H]1CN(C)Cc1ccc(Cl)c(Cl)c1
4	CCCN(C)C[C@H]1Oc2ncc(C#CC3(O)CCCC3)cc2C(=O)N([C@@H](C)CO)C[C@H]1C
0	Cc1noc(C)c1S(=O)(=O)N(C)C[C@H]1Oc2ccc(NS(=O)(=O)c3cn(C)cn3)cc2C(=O)N([C@H](C)CO)C[C@H]1C
-9	Cc1noc(C)c1NC(=O)N(C)C[C@@H]1Oc2ncc(C#CC(C)C)cc2C(=O)N([C@H](C)CO)C[C@@H]1C
0	CCC(=O)N(C)C[C@H]1Oc2ncc(C#CC(C)(C)O)cc2C(=O)N([C@@H](C)CO)C[C@@H]1C
-4	C[C@@H]1CN([C@@H](C)CO)C(=O)c2cc(NC(=O)CCC(F)(F)F)ccc2O[C@@H](C)CCCCO[C@H]1CN(C)C(=O)Nc1cccc2ccccc12
0	Cc1ccc(S(=O)(=O)Nc2ccc3c(c2)C(=O)N([C@@H](C)CO)C[C@@H](C)[C@H](CN(C)C(=O)Nc2cccc4ccccc24)OCCCC[C@@H](C)O3)cc1
-1	COc1cccc(CNC(=O)C[C@@H]2C=C[C@@H](NC(C)=O)[C@@H](CO)O2)c1

As a short view, part of the list above.
NSD2 block	SMILES
-4	C[C@H](NC(=O)C[C@H]1C[C@H]2c3cc(NC(=O)Cc4ccncc4)ccc3O[C@H]2[C@@H](CO)O1)c1ccccc1
-6	C[C@@H]1CN([C@@H](C)CO)C(=O)Cc2cc(NC(=O)Cc3ccccc3)ccc2O[C@@H]1CN(C)Cc1ccc(-c2ccccc2)cc1
0	Cc1noc(C)c1S(=O)(=O)Nc1ccc2c(c1)C(=O)N([C@H](C)CO)C[C@H](C)[C@H](CN(C)C(=O)NC(C)C)OCCCC[C@H](C)O2
6	C[C@H](CO)N1C[C@H](C)[C@@H](CN(C)Cc2ccc(F)cc2)Oc2cc(C#Cc3ccccn3)ccc2S1(=O)=O
2	C[C@H]1CN([C@@H](C)CO)C(=O)Cc2cc(NC(=O)C3CCCCC3)ccc2O[C@@H]1CN(C)Cc1ccc(Cl)c(Cl)c1
6	Cc1noc(C)c1NC(=O)N(C)C[C@@H]1Oc2ccc(NC(=O)C3CC3)cc2CC(=O)N([C@@H](C)CO)C[C@H]1C
-9	S=c1nc[nH]c2c1sc1nc(N3CCOCC3)c3c(c12)CCCC3
25	C[C@H]1CN([C@@H](C)CO)C(=O)c2cc(NC(=O)C3CCCCC3)ccc2O[C@@H]1CN(C)Cc1ccc(Cl)c(Cl)c1
4	CCCN(C)C[C@H]1Oc2ncc(C#CC3(O)CCCC3)cc2C(=O)N([C@@H](C)CO)C[C@H]1C
0	Cc1noc(C)c1S(=O)(=O)N(C)C[C@H]1Oc2ccc(NS(=O)(=O)c3cn(C)cn3)cc2C(=O)N([C@H](C)CO)C[C@H]1C
-9	Cc1noc(C)c1NC(=O)N(C)C[C@@H]1Oc2ncc(C#CC(C)C)cc2C(=O)N([C@H](C)CO)C[C@@H]1C
0	CCC(=O)N(C)C[C@H]1Oc2ncc(C#CC(C)(C)O)cc2C(=O)N([C@@H](C)CO)C[C@@H]1C

Further structures
NSD2 block	SMILES
-7	COC(=O)C1C(=O)c2c([nH]c(C(=O)OC(C)C)c2C)CC1C (stereo not drawn)
5	Cc1noc(C)c1S(=O)(=O)Nc1ccc2c(c1)C(=O)N([C@H](C)CO)C[C@@H](C)[C@H](CN(C)C(=O)NC1CCCCC1)OCCCC[C@@H](C)O2
2	CC(C)NC(=O)N(C)C[C@@H]1Oc2ccc(NS(=O)(=O)c3ccccc3)cc2CC(=O)N([C@H](C)CO)C[C@@H]1C
-7	COc1ccc(OC)c(/C=C/C(=O)O)c1
1	C[C@H](CO)N1C[C@H](C)[C@H](CN(C)Cc2ccc(C(=O)O)cc2)OCCCC[C@H](C)Oc2ccc(NS(C)(=O)=O)cc2C1=O
5	CC(C)NC(=O)Nc1ccc2c(c1)C(=O)N([C@H](C)CO)C[C@@H](C)[C@H](CN(C)Cc1ccccc1)OCCCC[C@@H](C)O2
3	COc1ccccc1-c1ccc2c(c1)O[C@@H](CN(C)C(=O)c1cccnc1)[C@@H](C)CN([C@H](C)CO)S2(=O)=O
-1	COC(=O)C(CC#Cc1ccc2c(c1)[C@]1(C(=O)N2)[C@H](c2ccccc2OCCO)N2[C@H](c3ccccc3)[C@H](c3ccccc3)OC(=O)[C@H]2[C@@H]1C(=O)N1CCCCCCC1)C(=O)OC
-5	COc1ccc(NC(=O)N(C)C[C@H]2Oc3ccc(NC(=O)Nc4cccc5ccccc45)cc3CC(=O)N([C@@H](C)CO)C[C@@H]2C)cc1
-7	C[C@H]1CCCCO[C@H](CN(C)C)[C@@H](C)CN([C@@H](C)CO)C(=O)c2cc(N(C)C)ccc2O1
-1	COCC#Cc1cnc2c(c1)C(=O)N([C@@H](C)CO)C[C@H](C)[C@@H](CN(C)C(=O)Cc1ccncc1)O2
1	C[C@@H]1CN([C@@H](C)CO)C(=O)c2cc(C#CC3CCCCC3)cnc2O[C@H]1CN(C)C(=O)NC1CCCC1
1	CN(C)CC/C=C1\c2ccccc2COc2ccccc21
29	C[C@@H]1CN([C@@H](C)CO)C(=O)c2cccc(NS(C)(=O)=O)c2O[C@@H]1CN(C)Cc1ccc(C(F)(F)F)cc1
5	O=C(CCCCCCC(=O)N/N=C/c1cc(F)ccc1O)NO
-2	C[C@H]1CN([C@@H](C)CO)C(=O)c2cc(-c3ccncc3)cnc2O[C@@H]1CN(C)C(=O)C1CCOCC1
1	C[C@H](CO)N1C[C@H](C)[C@H](CN(C)C(=O)Nc2ccc(F)cc2)Oc2c(NC(=O)CCCCCC(=O)Nc3ccccc3N)cccc2C1=O
2	COc1ccc(S(=O)(=O)N(C)C[C@@H]2OCCCC[C@@H](C)Oc3ccc(NC(=O)Cc4ccccc4)cc3C(=O)N([C@@H](C)CO)C[C@H]2C)cc1
5	CC(C)CC#Cc1ccc2c(c1)O[C@@H](CN(C)Cc1ccc(C(=O)O)cc1)[C@H](C)CN([C@@H](C)CO)S2(=O)=O
0	C[C@@H]1CCCCO[C@H](CN(C)S(=O)(=O)c2cn(C)cn2)[C@H](C)CN([C@@H](C)CO)C(=O)c2cc(NC(=O)CCCCCC(=O)Nc3ccccc3N)ccc2O1
1	CC(C(=O)O)c1ccc(C(=O)c2ccccc2)s1 (stereo not drawn)
-11	COC(=O)C(O)(c1c(C)nn(-c2ccccc2)c1N)C(F)(F)F (stereo not drawn)
3	Cc1ccc(S(=O)(=O)N(C)C[C@H]2Oc3c(NC(=O)NC4CCCCC4)cccc3C(=O)N([C@@H](C)CO)C[C@@H]2C)cc1
2	Cc1ccc(S(=O)(=O)N(C)C[C@@H]2OCCCC[C@H](C)Oc3ccc(NC(=O)NC4CCCCC4)cc3C(=O)N([C@@H](C)CO)C[C@H]2C)cc1
1	COc1ccc2c(c1)c(CC(=O)O)c(C)n2C(=O)c1ccc(Cl)cc1
-4	CNC[C@H]1OCCCC[C@@H](C)Oc2ccc(NC(=O)Nc3ccc4c(c3)OCO4)cc2C(=O)N([C@H](C)CO)C[C@@H]1C
1	C[C@H]1CN([C@@H](C)CO)S(=O)(=O)c2ccc(-c3ccc(F)cc3)cc2O[C@H]1CN(C)S(C)(=O)=O
1	Cc1noc(C)c1NC(=O)Nc1ccc2c(c1)CC(=O)N([C@@H](C)CO)C[C@@H](C)[C@H](CN(C)C(=O)Nc1ccc(C(F)(F)F)cc1)O2
3	CNC[C@@H]1Oc2ncc(-c3ccc(OC)cc3)cc2C(=O)N([C@H](C)CO)C[C@@H]1C
-10	CC(C)NC(=O)Nc1ccc2c(c1)C(=O)N([C@@H](C)CO)C[C@@H](C)[C@H](CN(C)C(=O)c1ccncc1)OCCCC[C@H](C)O2
-2	COc1ccc(S(=O)(=O)Nc2ccc3c(c2)CC(=O)N([C@@H](C)CO)C[C@@H](C)[C@H](CN(C)CC2CCCCC2)O3)cc1
-2	C[C@@H]1CN([C@@H](C)CO)C(=O)c2cc(NS(=O)(=O)c3ccc(F)cc3)ccc2O[C@@H](C)CCCCO[C@@H]1CN(C)S(=O)(=O)c1ccccc1
0	C[C@H]1CN([C@@H](C)CO)C(=O)Cc2cc(NC(=O)Nc3ccccc3)ccc2O[C@@H]1CN(C)C(=O)Nc1ccc(F)cc1

This is a subset; the hit share may differ from the screen's.
